Bioassay records (PubChem)
LmPK inhibitor: qHTS Assay for Inhibitors of Leishmania Mexicana Pyruvate Kinase (LmPK) | Q27686 | purified LmPK, Kinase-Glo ATP luminescence, 1 h | Potency, µM (series often up to 57.5 µM), inactives show at the highest dose activity change, negative = inhibition, hits mostly inhibitors | 0.37% of 290,000 active | AID 1721, 2009; further: potency means the concentration at half of the fitted maximal effect; on the % scale 0 is the no-effect control and ±100 the full control effect
Target sequence (Q27686 whole entry, looked up): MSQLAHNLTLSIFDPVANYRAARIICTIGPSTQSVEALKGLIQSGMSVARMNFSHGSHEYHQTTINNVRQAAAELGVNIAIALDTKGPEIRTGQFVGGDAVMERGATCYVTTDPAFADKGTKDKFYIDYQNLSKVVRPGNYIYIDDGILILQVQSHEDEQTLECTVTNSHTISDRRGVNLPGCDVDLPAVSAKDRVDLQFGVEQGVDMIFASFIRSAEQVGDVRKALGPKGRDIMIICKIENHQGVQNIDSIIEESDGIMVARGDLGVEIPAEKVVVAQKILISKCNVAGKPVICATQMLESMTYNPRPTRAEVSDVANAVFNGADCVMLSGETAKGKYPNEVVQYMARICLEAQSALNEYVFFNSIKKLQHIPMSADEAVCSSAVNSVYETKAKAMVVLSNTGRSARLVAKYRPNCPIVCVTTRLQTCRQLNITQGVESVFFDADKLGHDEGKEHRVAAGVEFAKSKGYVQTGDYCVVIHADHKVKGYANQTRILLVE
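0.1 nM LmPK, 0.5 mM PEP, 0.1 mM ADP; 50 mM imidazole pH 7.2, 7 mM MgCl2, 50 mM KCl; 1 h RT. Kinase-Glo luminescence readout, normalized to no-enzyme (full inhibition) and uninhibited wells.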
Tb PYK inh: qHTS of Trypanosoma Brucei Inhibitors; AID 624173, 2012; TbPYK enzyme, Kinase-Glo Plus ATP luminescence, 45 min; pyruvate kinase (Trypanosoma brucei), Q57TT1; Potency, µM (top dose mostly 76.8 µM), for the others: at the top dose activity, negative = inhibition, usual class: inhibitors; 0.12% of 410,000 active; further: potency means the concentration at half of the fitted maximal effect; on the % scale 0 is the no-effect control and ±100 the full control effect; nearly all actives have a fitted effect of over 50% in size
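Luminescence from Kinase-Glo Plus, added after a 45-minute room-temperature reaction, served as the end-point read-out. The enzyme and substrate were preincubated with compound before ADP (130 uM final) initiated turnover. Concentration-effect curves came from normalized qHTS data.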
Pf growth 48h: Primary qHTS for delayed death inhibitors of the malarial parasite plastid, 48 hour incubation | P. falciparum luciferase growth in erythrocytes, 48 h | Potency, µM (doses to about 28.7 µM), inactives show at the highest dose activity change, negative = inhibition, hits mostly inhibitors | 5.9% of 310,000 active | AID 504832, 2011; further: potency means the concentration at half of the fitted maximal effect; on the % scale 0 is the no-effect control and ±100 the full control effect
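First compound was added to culture medium, then infected red cells at 0.1% parasitemia and 2% hematocrit (final). After incubation at 37 C under 5% CO2, luciferase detection reagent was dispensed and light output recorded.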
HCV inh: qHTS Assay for Inhibitors of Hepatitis C Virus (HCV); Huh7.5.1 HCVcc-Cre infection, luciferase reporter, 44 h; Potency, µM (titrated, usually from 41.8 µM), inactives show at the highest dose activity change, negative = inhibition, usual class: inhibitors; 3.4% of 340,000 active; AID 651820, 2012; further: potency means the concentration at half of the fitted maximal effect; on the % scale 0 is the no-effect control and ±100 the full control effect
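1,000 cells/well; 4 h culture; + compound; + HCVcc-Cre (~0.5 moi); 44 h; luciferase substrate, RT 15 min; read 15 sec.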
CHX counter: Cycloheximide Counterscreen for Small Molecule Inhibitors of Shiga Toxin | cell reporter, cycloheximide protein synthesis inhibition counterscreen | max response, % | 12% of 300,000 active | AID 2314, 2010; in the data active means max response mostly above about 13%, no sharp cut-off; inactive means mostly below about 14%; further: read at 38.3 µM for the half of the compounds with a filed dose; 0% is about no effect
Shiga inhibitor: A qHTS for Small Molecule Inhibitors of Shiga Toxin; Vero cells, Shiga toxin protein synthesis inhibition reporter; inhibition, % at 38.7 µM; 9.2% of 290,000 active; in the data active means inhibition mostly above about 28%, no sharp cut-off; inactive means mostly below about 43%; further: 0% is about no effect
Pf growth 96h: Primary qHTS for delayed death inhibitors of the malarial parasite plastid, 96 hour incubation. Potency, µM (top dose mostly 28.7 µM), for inactives: at the top dose activity change, negative = inhibition, most hits filed as inhibitors. 6.9% of 320,000 active. AID 504834, 2011. P. falciparum luciferase reporter growth, 96 h; further: potency means the concentration at half of the fitted maximal effect; on the % scale 0 is the no-effect control and ±100 the full control effect
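Readout is luminescence from an integrated firefly luciferase in P. falciparum. Red cells, 2% hematocrit and 0.05% parasitemia final, were cultured with compound through two parasite generations (96 hours) at 37 C, 5% CO2.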
Starred values were filed as active, the others as inactive; ? = inconclusive; . = not tested or not shown; & = joins results of further samples; [ ] = remark or other dose. Unless noted, the call rests on the fitted dose curve; in most records, active means well fitted curve in the direction sought with a large enough effect; inconclusive means small, poorly fitted or top-dose-only effect, or another doubt; inactive means no such curve, though single readings can be large; an effect the other way counts as inactive or inconclusive.

SMILES	LmPK inhibitor	Tb PYK inh	Pf growth 48h	HCV inh	CHX counter	Shiga inhibitor	Pf growth 96h
COC(=O)c1sccc1NC(=S)N(C)C1CCCCC1	-3%	7%	9.3µM*	3%	7	17	?
CC1(C)CC(=O)C2=C(C1)NC(=O)CC2c1cc2c(cc1Br)OCO2 (stereo unspecified)	-2%	-5%	?	-2%	-2	-18	29%
O=C(CSc1ccc2nnc(-c3cccnc3)n2n1)NCC1CCCO1 (stereo unspecified)	6%	-11%	10%	0%	7	-3	25%
Cc1cnc(NC(=O)CSc2c(Cl)cccc2Cl)s1	0%	-24%	.	6%	6	24	10µM*
COc1cc(OC)cc(C(=O)Nc2ccccc2NC(C)=O)c1	-1%	-2%	30%[activator]	-5%	-2	12	33%[activator]
CCCCNC(=S)N(C)/N=C/c1ccccc1C(=O)O	1%	-6%	.	16%	-1	-18	50%[activator]
COC(=O)c1ccc(COc2ccc(C3C4=C(CCCC4=O)Nc4onc(C)c43)cc2)cc1 (stereo unspecified)	6%	-11%	?	?	7	47*	?
O=C(CSc1nnc(CNC(=O)c2ccccc2F)o1)NC1CCCCC1	-12%	1%	12%	?	2	-3	32%
COC(=O)c1cc(S(=O)(=O)NCC2CCN(Cc3ccc(F)cc3)CC2)cn1C	-1%	7%&-1%	13%	4%	2	1	?
COc1ccc(OCc2nnc(SCc3ccc(C(=O)O)cc3)o2)cc1	3%	5%	-2%	-17%	-1	-9	-2%

Four entries picked at random from those above:
SMILES	LmPK inhibitor	Tb PYK inh	Pf growth 48h	HCV inh	CHX counter	Shiga inhibitor	Pf growth 96h
CC1(C)CC(=O)C2=C(C1)NC(=O)CC2c1cc2c(cc1Br)OCO2 (stereo unspecified)	-2%	-5%	?	-2%	-2	-18	29%
COc1ccc(OCc2nnc(SCc3ccc(C(=O)O)cc3)o2)cc1	3%	5%	-2%	-17%	-1	-9	-2%
CCCCNC(=S)N(C)/N=C/c1ccccc1C(=O)O	1%	-6%	.	16%	-1	-18	50%[activator]
O=C(CSc1ccc2nnc(-c3cccnc3)n2n1)NCC1CCCO1 (stereo unspecified)	6%	-11%	10%	0%	7	-3	25%

Going on with the list.
SMILES	LmPK inhibitor	Tb PYK inh	Pf growth 48h	HCV inh	CHX counter	Shiga inhibitor	Pf growth 96h
CC(C)(C)C1CCC(=NNC(=O)CN(c2ccccc2)S(=O)(=O)c2ccccc2[N+](=O)[O-])CC1 (stereo unspecified)	1%	3%	-16%	11%	9	25	11%
O=C(Cc1ccsc1)N1CCN(S(=O)(=O)c2cccc(F)c2)CC1	.	-1%	?	7%	.	.	5%
CC(c1ccccc1)c1nnc(NC(=O)Nc2ccccc2F)s1 (stereo unspecified)	0%	6%	-12%	-7%	45*	72*	7%
CCCCC(CC)C(=O)NCC(C)NC(=O)C(CC)CCCC (stereo unspecified)	2%	-9%	2%	5%	2	-9	-29%
COc1ccccc1CNC(=O)C/C(C)=N/NC(=O)COc1ccc(C)cc1Br	3%	-7%	-7%	29%	-4	-8	?
OC1CCCN(CC(O)COc2ccc(-c3ccccc3)cc2)C1 (stereo unspecified)	0%	9%	8%	?	23*	54*	-26%
COc1ccc(NC(=O)CN(C)C(=O)C(C)Sc2ccccc2)cc1 (stereo unspecified)	-1%	-8%	0%	23%	0	2	13%
CCN(CC(=O)NCc1ccccn1)S(=O)(=O)c1ccc(Cl)cc1	-2%	?	-9%	4%	-2	-5	.
Cc1cc(N/N=C/c2ccccc2F)nc(NCc2ccccc2)n1	-1%	7%	?	?	4	74	?
Cc1nc(-c2ccc(S(=O)(=O)Oc3ccccc3Cl)s2)cs1	-4%	2%	33%[activator]	?	26*	33*	49%[activator]
O=C(O)c1ccccc1N=N/C(=N/Nc1cc(S(=O)(=O)O)ccc1O)c1ccccc1	.	-17%	-4%	4%	.	.	16%
Cc1cccc(-n2c(SCC(=O)NCc3ccc4c(c3)OCO4)nc3ccccc3c2=O)c1	1%	-2%	?	?	-5	18	?
CCC(=O)c1ccc(N2CCCCC2)c(F)c1	-2%	3%	1%	31%[activator]	-5	9	8.3µM*
CN1/C(=C\C=N\NC(=O)c2ccccc2Br)C(C)(C)c2ccccc21	0%	-1%	-12%	-28%	8	8	?
COC(=O)c1ccc(COc2ccc(/C=N/NC(N)=S)cc2)o1	0%	-16%	?	-28%	-1	-3	?
CC1CN(C)C(C)c2c1oc1ccc(N)cc21 (stereo unspecified)	5%	-11%	-2%	-9%	-2	13	39%
Fc1ccc(-c2cc(-c3ccccc3)nc(-n3cccn3)n2)cc1	-2%	-4%	-12%	?	-1	-11	4%
COc1ccc(Cl)cc1NC(=O)Cc1c(F)cccc1Cl	-1%	3%	?	?	-3	-8	5.9µM*
Cc1ccccc1NC(=O)NC1CCCCCCC1	-1%	2%	6%	3%	4	23	59%[activator]
C[C@H](NS(=O)(=O)c1ccc(Cl)cc1)C(=O)OCC(=O)NC(=O)Nc1ccc2c(c1)OCCO2	-4%	-8%	95%[activator]	11%	101*	127*	83%[activator]
Cc1nc2ccccc2nc1SCC(=O)N1CCC(C)CC1	0%	0%	42%[activator]	?	7	-3	61%[activator]
COc1ccc2nc(-c3ccccn3)[nH]c2c1	?	-19%	17%	6%	36*	59*	-8%
Cc1cc(NC(=O)NC(=O)c2ccccc2)no1	-9%	-2%	178%[activator]	6%	20*	38*	?
O=[N+]([O-])c1ccc(S(=O)(=O)Nc2nc(-c3ccccc3)cs2)cc1	5%	-1%	25%	13%	-1	-6	6.6µM*
CCN(CC)Cc1c(CC(C)C)oc(C)c1C(=O)O	-2%	2%	4%	1%	-3	-8	.
c1ccc2nc3c(cc2c1)CCCCC3	-4%	?	0%	2%	30*	44*	-21%
COc1ccc(OC2CCN(S(=O)(=O)c3ccc(F)cc3)CC2)cc1	-4%	-11%	-20%	17%	3	8	-19%
CC(C)C(NC(=O)c1ccccc1)C(=O)OCC(=O)N1CCCCC1 (stereo unspecified)	.	5%	12%	11%	.	.	3%
CNCCC(=O)N1c2ccccc2CCc2ccc(NC(=O)OC)cc21	1%	0%	-11%	-4%	7	-5	-5%
CC(NC(=O)c1cc(S(=O)(=O)N2CCCC2)ccc1Cl)c1ccccn1 (stereo unspecified)	.	-7%	6%	1%	.	.	-26%
Cc1cccc(-n2nc3c(c2NC(=O)c2c(F)cccc2F)CS(=O)(=O)C3)c1C	7%	-3%	29%	11%	10	-4	6%
O=C(O)c1ccccc1NC(=S)NC(=O)c1cccc2ccccc12	0%	-2%	5%	7%	-3	10	5%
CNC(=O)N(C)c1ccc(C(O)(C(=O)OC)C(F)(F)F)cc1 (stereo unspecified)	1%	1%	-36%	20%	-2	11	16%
COc1ccc(C(=O)NCCS(=O)(=O)NCc2ccco2)cc1	.	3%	-10%	-14%	.	.	23%
COC(=O)c1c(F)c(F)c(N2CCOCC2)c(F)c1F	2%	2%	4%	14%	-2	-3	1%
C[N+](C)(C)c1ccc(/C=N/Nc2nc(Cl)c(C#N)c(Cl)c2Cl)cc1	-1%	-11%	2.1µM*	31%[activator]	-3	-7	?
Cc1cccc(C)c1NC(=O)CN(C)C(=O)CCc1nc2sc3c(c2c(=O)[nH]1)CCCC3	.	-12%	?	1%	.	.	?
CC(=O)Nc1ccc(C2Nc3ccccc3C(=O)N2C2CCCCC2)cc1 (stereo unspecified)	-1%	.	?	-23%	-3	19	.
O=C(c1ccco1)n1c(=S)nc2ccccn21	14µM*	-19%	108%[activator]	-6%	68*	115*	1%
O=[N+]([O-])c1ccc(NCCNc2ccc(Cl)nn2)cc1	1%	-1%	.	?	0	-18	-17%
Cc1ccc(C(=O)CN2C(=O)c3ccccc3S2(=O)=O)cc1	0%	1%	3.7µM*	25%	-2	-18	76%[activator]
Clc1cccc(-c2nn3c(COc4ccccc4)nnc3s2)c1	2%	.	15%	.	-5	-17	-25%
COc1nc2ccccc2nc1N1CCN(C)CC1	1%	11%	-1%	-5%	-3	-3	-4%
COCC(C)NCc1cccc2ccccc12 (stereo unspecified)	-4%	-2%	17%	-23%	-2	-10	4.7µM*
N#Cc1ccccc1NC(=O)COc1c(Br)cc(Br)c2cccnc12	3%	-10%	?	5%	-3	-5	?
Cn1c(=O)n(C)c2cc(NC(=O)c3ccccc3[N+](=O)[O-])c(Br)cc21	4%	3%	?	?	1	18	?
Fc1cccc(CCN2CCNC[C@@H]2c2ccccc2)c1	.	3%	-27%	?	.	.	-16%
O=C(O)C(c1ccccc1)N1C(=O)/C(=C/c2cccs2)SC1=S (stereo unspecified)	3%	-16%	?	6%	0	-8	40%[activator]
COc1ccc(Br)c(C(=O)NCC2CCCCC2)c1	4%	1%	59%[activator]	7%	19	-9	27%
O=C(NC(=S)Nc1ccc(O)cc1)C1CCCC1	.	1%	94%[activator]	13%	.	.	71%[activator]
Continuation.
SMILES	LmPK inhibitor	Tb PYK inh	Pf growth 48h	HCV inh	CHX counter	Shiga inhibitor	Pf growth 96h
C=C(C)C1CC=C(C)CC1 (stereo unspecified)	.	0%	5%	.	.	.	14%
O=C(NC1CCSc2ccccc21)c1ccc([N+](=O)[O-])cc1 (stereo unspecified)	-7%	4%	?	-13%	-3	-7	?
COc1ccccc1NC(=O)Nc1cccc(NC(C)=O)c1	1%	2%	-2%	-12%	1	1	0%
CCOc1ccc(CN(C)C(=O)CNC(=O)C2CCCCC2)cc1OC	0%	-11%	?	-2%	4	-7	?
CC(C)OP(=O)(Oc1ccc(C(O)C(Cl)(Cl)Cl)cc1)OC(C)C (stereo unspecified)	0%	-3%	?	-16%	-1	9	?
COc1cc(S(=O)(=O)Nc2ccc(C)cc2)ccc1N=Cc1c(C)[nH]n(-c2ccccc2)c1=O	3%	-3%	?	9%	-1	-4	?
CCCCCCC(=O)Nc1nc(C)c(-c2csc(Nc3ccccc3OC)n2)s1	2%	-5%	?	-13%	1	4	3.7µM*
Cc1ccc2c(c1)nnn2C1CCN(S(=O)(=O)c2ccc(C(=O)N(C)C3CCCCC3)cc2)CC1	5%	2%	?	13µM*	-2	35	?
Cc1ccc(C(=O)NCC(=O)OCc2c(F)cccc2Cl)cc1	.	-7%	28%	5%	.	.	43%[activator]
COc1ccc(-c2c(C(C)=O)c(C)nc3sc4c(c23)NC(c2ccccc2)NC4=O)cc1 (stereo unspecified)	3%	-8%	-5%	-11%	-2	-12	?
COc1ccc(NC(=O)CN2CCCC2c2cccs2)cc1S(=O)(=O)N1CCCCC1 (stereo unspecified)	.	-6%	?	?	.	.	?
CCN(Cc1ccncc1)C(=O)CC1C(=O)NCCN1Cc1ccc(F)c(F)c1 (stereo unspecified)	4%	-3%	0%	0%	0	-7	?
CCCCOc1ccc(C2=NNC(=O)CC2)cc1	-4%	-9%	60%[activator]	23%	15	40*	18%
O=C(Oc1oc(-c2ccco2)nc1C=Nc1ccccc1)c1ccco1	8%	?	55%[activator]	-7%	16*	39*	41%[activator]

Rows are unselected; about 24% have a hit in one of these screens.
